# tim23-1 inh = inhibits growth of tim23-1 mutant yeast | S. cerevisiae tim23-1 growth, BacTiter-Glo luminescence, 24 h | inhibition, % at 20 µM | 330,000 tested, 1.3% active;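 active = growth inhibition of the mutant yeast at or above 50%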;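 also: temperature-sensitive mutant grown at 25 °C; plate controls were DMSO-treated mutant yeast for no effect and medium wells lacking yeast for full effect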
# EBI2 antag = antagonists of human EBI2 receptor | 360,000 tested, 0.81% active | EBI2 beta-arrestin recruitment, luminescence, 7a,25-OHC stimulated | inhibition, % at 5 µM; in the data active = inhibition above about 38%;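 also: enzyme fragment complementation signal reports receptor beta-arrestin coupling in cells; 0% = agonist plus DMSO wells and 100% = wells without agonist; some results beyond the cut were filed as inactive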
# Target sequence (P32249 whole entry, looked up, the tested form may be a part): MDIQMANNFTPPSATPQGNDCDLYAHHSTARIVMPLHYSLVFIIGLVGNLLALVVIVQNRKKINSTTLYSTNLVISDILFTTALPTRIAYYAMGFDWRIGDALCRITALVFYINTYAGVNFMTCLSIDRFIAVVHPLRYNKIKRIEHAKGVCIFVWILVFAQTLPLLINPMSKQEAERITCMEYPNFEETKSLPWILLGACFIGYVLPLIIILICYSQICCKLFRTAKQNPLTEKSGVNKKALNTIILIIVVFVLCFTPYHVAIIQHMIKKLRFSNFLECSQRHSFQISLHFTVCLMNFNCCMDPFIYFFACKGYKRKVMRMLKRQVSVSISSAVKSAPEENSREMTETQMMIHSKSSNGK
# Mdm2-MdmX inh = disrupts the human Mdm2-MdmX interaction. O15151+Q00987. SaOS-2 split-luciferase Mdm2/MdmX complementation, luminescence. inhibition, % at 8 µM. 330,000 tested, 3% active;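 active = inhibition of at least 50% at 8 µM in the primary screen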
# APJ ag = APJ receptor agonism | 330,000 tested, 0.11% active | activation, % at 20 µM | CHO-K1 APJ PathHunter beta-arrestin, luminescence; 0% DMSO wells, 100% apelin;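 active = activation more than six SD over the plate average, tested at 20 µM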;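 also: 0% = DMSO alone and 100% = apelin-13 at 10 nM; some results filed as inactive read as strong as hits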
# Target sequence (P35414 whole entry, looked up): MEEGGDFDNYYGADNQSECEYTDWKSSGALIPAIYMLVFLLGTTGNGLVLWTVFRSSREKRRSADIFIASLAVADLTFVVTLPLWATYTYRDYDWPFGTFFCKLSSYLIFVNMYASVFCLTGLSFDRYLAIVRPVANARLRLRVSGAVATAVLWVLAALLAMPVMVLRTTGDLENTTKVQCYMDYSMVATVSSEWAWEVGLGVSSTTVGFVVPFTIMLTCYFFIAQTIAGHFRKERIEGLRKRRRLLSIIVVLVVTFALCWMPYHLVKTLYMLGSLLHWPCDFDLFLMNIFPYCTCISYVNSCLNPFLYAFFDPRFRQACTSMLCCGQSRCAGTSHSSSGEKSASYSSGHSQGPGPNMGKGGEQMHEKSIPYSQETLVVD
#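 assay system = CHO-K1 APJ beta-arrestin complementation cell line | input = cell density 1000 per well | dosing = compound 20 µM once, DMSO 1% | timing = compound 90 min 25 °C, reagent 1 h | measured by = luminescence from split beta-galactosidase complementation, Galacton Star/Emerald II substrate | read-out basis = APJ agonist activity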
# UPR XBP1 act = activators of adaptive arm of unfolded protein response (XBP1); CHO-XBP1 luciferase reporter, IRE1-XBP1 UPR activation, luminescence; percent of tunicamycin response, DMSO as zero; activation, % at 20 µM; 330,000 tested, 0.33% active; AID 463104;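 active = versus positive control, 20 µM dose yields 30% or more activation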;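 also: 100% = tunicamycin at 10 µg/mL and 0% = DMSO only wells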
#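 incubation = overnight seeding at 37 °C, 6 h compound treatment at 37 °C | assay system = CHO-XBP1 cells stably carrying IRE1-XBP1-driven luciferase reporter | input = 1000 cells per well | detection = luciferase luminescence | dosing = single point, 20 µM final compound, 1% DMSO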
# APJ antag = APJ receptor antagonism | 330,000 tested, 0.32% active | AID 2521 | inhibition, % at 20 µM | CHO-K1 APJ beta-arrestin complementation, luminescence;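 active = inhibition above about 40% at 20 µM, limit read from the data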;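 also: cells challenged with 10 nM apelin-13 agonist together with compound; plate controls were apelin-13 plus DMSO wells for no effect and DMSO wells lacking apelin-13 for full effect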
# CXCR6 inh = CXCR6 (human) receptor inhibition. O00574. CHO-K1 PathHunter CXCR6 beta-arrestin, luminescence. inhibition, % at 20 µM. 360,000 tested, 0.36% active. AID 602244; in the data active = inhibition above about 34%, passing the limit was not always enough;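 also: antagonist mode with CXCL16 agonist at 10 nM final; 0% = 10 nM CXCL16 with DMSO and 100% = unstimulated wells without agonist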
# Target sequence (O00574 whole entry, looked up): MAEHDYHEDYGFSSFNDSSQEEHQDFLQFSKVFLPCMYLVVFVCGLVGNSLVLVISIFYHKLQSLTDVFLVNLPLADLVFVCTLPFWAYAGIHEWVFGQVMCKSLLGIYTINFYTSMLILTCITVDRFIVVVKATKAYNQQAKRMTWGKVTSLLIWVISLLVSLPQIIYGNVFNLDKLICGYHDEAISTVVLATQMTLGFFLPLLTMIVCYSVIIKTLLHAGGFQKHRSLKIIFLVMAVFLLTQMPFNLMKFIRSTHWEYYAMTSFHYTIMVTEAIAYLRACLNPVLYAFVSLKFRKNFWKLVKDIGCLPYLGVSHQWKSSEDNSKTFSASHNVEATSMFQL
# UPR CHOP act = activators of apoptotic arm of unfolded protein response (CHOP) | CHO-CHOP luciferase reporter, UPR activation, luminescence; percent of tunicamycin response over DMSO baseline | activation, % at 10 µM | 330,000 tested, 0.34% active;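 active = at 10 µM dose, activation of 40% or more, normalized to positive control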;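 also: 100% = tunicamycin at 10 µg/mL and 0% = DMSO alone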
#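 Test system: CHO CHOP reporter cells. Input: 500 CHO-CHOP cells per well. Medium: F12 with 10% FBS. Technique: luciferase luminescence. Measure: percent activation relative to tunicamycin control. Dosing: 10 µM compound, 0.5% DMSO. Timing: 16-18 h cell attachment, then 6 h compound exposure, 37 °C.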
# CCR6 antagonist = blocks CCL20-driven beta-arrestin recruitment at human CCR6; inhibition, % at 20 µM; 340,000 tested, 0.49% active; P51684; CHO-K1 CCR6 PathHunter beta-arrestin, luminescence, CCL20-stimulated; AID 493098;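 active = compounds whose inhibition of the agonist-driven luminescence signal at 20 µM reaches about 50%, limit read from the data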;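 also: cells stimulated with CCL20 at 14 nM final; plate controls were DMSO with CCL20 for no effect and DMSO without agonist for full effect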
# * hit, by the source's call; . = not tested or not shown.
SMILES,tim23-1 inh,EBI2 antag,Mdm2-MdmX inh,APJ ag,UPR XBP1 act,APJ antag,CXCR6 inh,UPR CHOP act,CCR6 antagonist
C#CCOc1ccc(Br)cc1C(c1c(C)[nH][nH]c1=O)c1c(C)[nH][nH]c1=O,9,-11,10,-1,-3,6,0,-4.4,-4
O=C(COc1ccc(Cl)cc1)N/N=C/CCc1ccccc1,14,22,0,-7,4,13,0,1.6,6
Nc1c(C(=O)O)nnn1Cc1ccccc1,-5,-3,4,-1,3,0,-3,-2.8,-1
O=C(NCc1ccccc1)C1=C[C@@H](c2csc3ccccc23)C[C@@H](OCc2ccc(CO)cc2)O1,29,22,72*,3,0,-12,18,3.9,20
O=C(NC1CCN(Cc2ccccc2)CC1)C(NS(=O)(=O)c1cccc2nsnc12)c1ccccc1 (stereo unspecified),13,2,-28,-2,0,-13,2,0.0,3
COc1cccc(C(=O)Nc2nnc(C3CCCO3)s2)c1 (stereo unspecified),25,-2,-51,-5,-2,-10,-3,4.4,12
CN1CCN(Cc2c(O)ccc3c(-c4ccccc4)cc(=O)oc23)CC1,-1,5,-19,-2,-1,6,-8,1.8,11
Cc1ccc(C(=O)N/N=C\c2ccc(OC(=O)c3cccs3)cc2)cn1,-19,-26,-4,-1,1,-7,-14,1.7,-27
Cc1nc([N+](=O)[O-])cn1CC(=O)c1ccc(Cl)cc1,-39,7,3,0,-5,-5,-2,4.1,6
O=C(O)CC1S/C(=N/N=C/C=C/c2ccccc2[N+](=O)[O-])NC1=O (stereo unspecified),8,-29,19,-2,-4,16,5,-0.8,26
Nn1c(Cc2cccc3ccccc23)nnc1SCCOc1ccc(F)cc1,3,13,21,-3,-4,4,3,2.2,13
CCOc1ccc(N(CC(=O)NCc2ccc(Cl)cc2)S(=O)(=O)c2ccccc2)cc1,-1,8,20,-2,-3,-8,1,1.4,12
CN(Cc1ccc(F)cc1)Cc1nc(CCc2ccccc2)no1,14,7,2,-4,1,-22,0,-0.3,13
O=C(Nc1cccc(S(=O)(=O)N2CCCC2)c1)c1cccnc1,-12,-2,-5,0,-3,4,10,0.4,-5
CCc1ccc2c(c1)C(C)=CC(C)(C)N2,4,-1,-25,-2,0,-24,-1,-0.5,-3
CCn1c(NC(=O)c2ccc(COc3ccc(C)cc3[N+](=O)[O-])o2)nc2ccccc21,0,-2,59*,3,0,-2,-10,-0.7,9
CCNC(=S)N(CCc1cccc(C)c1)Cc1cc2cc(OC)c(OC)cc2[nH]c1=O,18,-1,-16,-4,-2,-7,5,3.1,6
COc1ccc(C(=O)N2CC3(CC(c4cccc(NC(=O)COc5ccc(Cl)cc5)c4)=NO3)C[C@@H]2C(N)=O)cc1 (stereo partly specified),14,7,24,0,0,14,4,0.9,-5
CC(C)(C)c1nc(SCC(=O)Nc2nc3c(s2)CCCC3)c2ccccc2n1,41,19,98*,-4,11,-14,3,0.7,20
CCC(C)NS(=O)(=O)c1ccc(NC(=O)CCC2CCCCC2)cc1 (stereo unspecified),-1,-13,23,-3,2,-1,4,-0.6,12
CC1=NN2C(=N)/C(=C\c3cc(C)n(Cc4ccccc4)c3C)C(=O)N=C2S1,8,11,22,1,-2,14,0,1.8,4
CC(=O)Nc1ccc(C(=O)Nc2ccc(S(=O)(=O)N3CCCCC3)cc2)cc1,9,5,20,0,2,18,-6,0.8,-9
Cc1ccc2nc(-c3ccc(NC(=O)CN4CCN(c5ccccn5)CC4)cc3)sc2c1,-21,18,-77,-2,3,-4,-4,9.1,8
O=C(COc1ccc(Br)cc1)NCCNC(=O)c1ccccn1,8,-1,-11,13,-4,26,-6,2.3,2
CC(NCC1(N2CCOCC2)CCCCC1)C(=O)N1CCc2ccccc21 (stereo unspecified),-2,0,-32,2,3,-9,1,2.8,9
O=[N+]([O-])c1ccccc1S(=O)(=O)Nc1cccnc1,-10,-8,16,-2,-4,-16,-7,2.3,8
Cc1cccc(OCCC(=O)NNC(=O)Cn2nc(C)cc2C)c1,-7,0,21,0,0,-13,1,1.8,12
COc1ccc(C(=O)Nc2cc(C)c3c(=O)oc4ccccc4c3n2)cc1,14,1,74*,-2,1,7,0,-1.5,6
Cc1cccc(C)c1-n1nnnc1-c1cnccc1C(F)(F)F,26,3,-19,1,0,8,0,-0.7,9
COc1ccc(-c2nc(NC(=O)Cn3ccc(C(F)(F)F)n3)sc2C)cc1,39,6,6,-1,-9,-29,-4,-1.8,-8
Oc1ccc(-c2csc(-c3cccnc3)n2)cc1O,-34,10,2,3,0,-11,-2,31,18
CC(C)CC(c1nnnn1C1CCCCC1)N1CCN(c2ncccn2)CC1 (stereo unspecified),29,-4,2,-3,-4,4,6,-1.2,9
COc1cccc(C(=O)NC2CC(C)(C)Cc3c2cnn3-c2cccc(F)c2)c1OC (stereo unspecified),25,7,15,3,-5,14,5,0.3,28
O=C(Cn1cc(C(=O)C(F)(F)F)c2cc(Br)ccc21)N1CCOCC1,-1,5,4,-3,-3,2,5,-1.6,6
CN(C(=O)c1ccc(Br)o1)C1(C)CCS(=O)(=O)C1 (stereo unspecified),-2,-1,7,-4,-2,14,7,-1.1,-1
CCOC(=O)N1CCN(S(=O)(=O)c2cc(Br)cc3c2N(C(C)=O)C(C)C3)CC1 (stereo unspecified),19,-8,-8,-4,4,2,1,1.3,5
Cc1ccc(SCC(=O)OCC(=O)N(CC(C)C)C2CCS(=O)(=O)C2)cc1C (stereo unspecified),-3,-1,9,-5,-2,20,-6,0.5,3
COc1cccc(NC(=O)NC2(C(=O)N3CCC(O)CC3)CCCCC2)c1,4,4,-7,-3,-3,-13,-3,2.5,-7
C1CN(CCN2CCOCC2)CCN1,4,-4,16,-1,-2,13,1,1.8,6
COc1ccc(CNCC(O)(c2ccc(F)cc2)c2ccc(F)cc2)cc1OC,2,11,44,-2,-2,14,3,-0.9,18
COC(=O)c1ccc2c(=O)n(CCCN3CCCC3=O)c(=S)[nH]c2c1,-2,2,27,-6,-5,11,1,0.2,5
CN(C(=O)CSc1nc2c(cnn2-c2ccccc2)c(=O)[nH]1)C1CCS(=O)(=O)C1 (stereo unspecified),-1,.,4,1,-1,11,.,1.3,.
CCS(=O)(=O)c1nc(S(=O)(=O)c2ccc(C)cc2)c(N2CCCC(C)C2)s1 (stereo unspecified),43,11,11,-2,-1,1,-3,-0.8,18
CC(=O)Oc1ccc(N2C(=O)CCC2=O)cc1,2,-2,2,-6,1,-4,5,2.5,5
Cc1cc(NS(=O)(=O)c2ccc(NC(=O)CSc3nc4ncccc4[nH]3)cc2)nc(C)n1,-13,-4,-11,-3,-1,3,-1,0.9,8
CC1CCN(c2nc3ccc(C(=O)NCCCN4CCCCC4)cc3s2)CC1,9,-9,-18,-5,3,3,2,-0.4,-1
COc1ccc(OCCC(=O)OCC(=O)Nc2cccc(Br)c2)cc1,21,-6,13,1,-1,-5,9,3.3,17
O=C(COC(=O)Cc1ccc(Br)cc1)NC12CC3CC(CC(C3)C1)C2,41,3,14,0,-2,-2,2,-4.0,5
CS(=O)(=O)NCCCCCCNS(C)(=O)=O,-9,-1,-26,-3,-2,-1,-3,2.1,-22
CN(Cc1ccco1)C(=O)CCc1nc2sc3c(c2c(=O)[nH]1)CCCC3,-1,2,10,-1,-5,-10,3,0.6,16
O=C(O)c1occc1CSc1ccccc1,-3,-9,-11,-3,-4,3,0,0.3,4
CCNc1ccc(Br)cc(C(=O)/C=C/c2ccc3c(c2)OCO3)c1=O,18,3,24,-2,-1,-19,-12,-0.4,6
CCCC(=O)OCC(=O)Nc1ccccc1C#N,15,-1,-11,-5,-1,15,3,0.0,10
Cn1c(=O)c2c(nc(SCc3ccc(F)cc3)n2C)n(C)c1=O,23,-1,-8,1,0,11,-1,1.9,-1
Cc1ccc(N2C(=O)C3C(C2=O)N2CCCN2C3c2ccccc2)cc1C (stereo unspecified),16,-8,-15,-2,1,-6,8,-0.6,-9
Nc1nonc1-n1nnc(C(=O)N/N=C/c2ccc(Br)cc2)c1CSC1=NCCS1,5,-16,43,2,-1,-17,4,3.4,17
Cc1cccc(-n2nc(CC#N)c(C#N)c2N)c1,8,0,9,1,3,7,-9,-0.8,-16
CN(CC(=O)N1CC=C(c2ccccc2)CC1)S(=O)(=O)c1cnc[nH]1,15,-7,1,1,-8,-11,-5,-1.5,10
O=C(/C=C/c1cc(Br)ccc1O)c1ccco1,-86,2,18,-2,2,17,30,3.5,64*
CCOC(=O)c1c(N)sc(C(N)=O)c1C,-10,-7,18,-3,1,2,-9,-0.6,13

# Following part:
SMILES,tim23-1 inh,EBI2 antag,Mdm2-MdmX inh,APJ ag,UPR XBP1 act,APJ antag,CXCR6 inh,UPR CHOP act,CCR6 antagonist
O=C(c1cc(COc2ccc(-n3cncn3)cc2)on1)N1CCCC1,-5,-6,12,-2,0,13,-2,0.9,-7
Cn1cccc1-c1cc(C(=O)N2CCc3c([nH]c4ccccc34)C2c2ccccn2)[nH]n1 (stereo unspecified),26,-5,39,2,1,2,4,2.0,-16
CCOc1cc(/C=C/c2ccc3cccc([N+](=O)[O-])c3n2)cc(Cl)c1O,-2,5,25,-6,4,29,27,2.6,43
O=C(Nc1cccc(-c2nc3cc(Cl)ccc3o2)c1)C1CCCO1 (stereo unspecified),40,12,-53,-6,8,10,-9,2.4,9
O=c1[nH]nc(-c2ccc(NCCCO)c([N+](=O)[O-])c2)c2ccccc12,-11,3,19,-3,-1,23,9,-2.7,19
CCN1/C(=C\c2ccc3ccccc3[n+]2CC)Sc2cc(C)ccc21,51*,-6,77*,7,-4,7,6,-5.2,21
COc1ccc(CC(=O)Nc2ccc(S(=O)(=O)Nc3nccc(C)n3)cc2)cc1,12,7,-4,-1,-5,5,1,0.8,3
COc1ccc(-c2cc(C(=O)Nc3ccc(OC)c(OC)c3)no2)cc1,-27,-3,22,-3,0,7,-6,2.0,-7
COC(=O)CN(c1ccc(OC)cc1OC)S(=O)(=O)c1ccccc1[N+](=O)[O-],10,-4,22,-4,-2,7,6,-0.4,14
Cc1cc(C)cc(N(CC(=O)Nc2ccc(C)cc2Cl)S(=O)(=O)c2c(C)[nH]c(=O)[nH]c2=O)c1,-1,-3,11,-2,-5,-2,-5,-2.1,9

# Single records, from the list above.
# Cn1cccc1-c1cc(C(=O)N2CCc3c([nH]c4ccccc34)C2c2ccccn2)[nH]n1 (stereo unspecified) is listed as tim23-1 inh: 26; EBI2 antag: -5; Mdm2-MdmX inh: 39; APJ ag: 2; UPR XBP1 act: 1; APJ antag: 2; CXCR6 inh: 4; UPR CHOP act: 2.0; CCR6 antagonist: -16
# O=c1[nH]nc(-c2ccc(NCCCO)c([N+](=O)[O-])c2)c2ccccc12 is listed as tim23-1 inh: -11; EBI2 antag: 3; Mdm2-MdmX inh: 19; APJ ag: -3; UPR XBP1 act: -1; APJ antag: 23; CXCR6 inh: 9; UPR CHOP act: -2.7; CCR6 antagonist: 19

# Not all compounds are listed; count on the stated rates, not on these rows.
